Assay outcomes as filed in PubChem BioAssay.
USP1-UAF1 inh: Inhibitors of USP1/UAF1: Primary Screen; recombinant USP1/UAF1, Ub-Rhodamine cleavage fluorescence; 390,000 tested, 0.23% active; Ubiquitin carboxyl-terminal hydrolase 1 (Homo sapiens), O94782; Potency, µM (top dose mostly 57.1 µM), for inactives: at the top dose activity change, negative = inhibition, actives largely listed as inhibitors; further: potency means the concentration at half of the fitted maximal effect; on the % scale 0 is the no-effect control and ±100 the full control effect; nearly all actives have a fitted effect of over 60% in size; inactives centre near -12
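Step one: compound is pinned into 1nM USP1/UAF1 in HEPES pH 7.8 buffer with TCEP. Step two: 15 min room-temperature incubation. Step three: Ub-Rho (150nM final) starts cleavage, tracked by fluorescence over six one-minute reads.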
D2 antag: HTS Assay for Allosteric Antagonists of the Human D2 Dopamine Receptor: Primary Screen for Antagonists; HEK293 TREx D2 cells, calcium flux, dopamine EC80; 340,000 tested, 2% active; D(2) dopamine receptor (Homo sapiens), P14416; AID 485344, 2010; inhibition, % at 10 µM; in the data active means inhibition above about 30%; further: 0% is about no effect
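HEK293 T-REx D2 cells, tet-induced, calcium dye no-wash. Cpd pintool add, 180 s kinetic, then EC80 DA, 180 s kinetic. Ca flux read.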
PI4K2A inh: qHTS for small molecular inhibitors of PI4K2A | purified PI4K2A, ADP-Glo luminescence, 1 h; hits give low values | 420,000 tested, 0.13% active | activity change, negative = inhibition, % at 76.9 µM | Phosphatidylinositol 4-kinase type 2-alpha (Homo sapiens), Q9BTU6; in the data active means activity change below about -50%; inconclusive means mostly about -30% to -49%;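 further: -100% = wells without enzyme as full effect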
Target sequence (Q9BTU6 whole entry, looked up): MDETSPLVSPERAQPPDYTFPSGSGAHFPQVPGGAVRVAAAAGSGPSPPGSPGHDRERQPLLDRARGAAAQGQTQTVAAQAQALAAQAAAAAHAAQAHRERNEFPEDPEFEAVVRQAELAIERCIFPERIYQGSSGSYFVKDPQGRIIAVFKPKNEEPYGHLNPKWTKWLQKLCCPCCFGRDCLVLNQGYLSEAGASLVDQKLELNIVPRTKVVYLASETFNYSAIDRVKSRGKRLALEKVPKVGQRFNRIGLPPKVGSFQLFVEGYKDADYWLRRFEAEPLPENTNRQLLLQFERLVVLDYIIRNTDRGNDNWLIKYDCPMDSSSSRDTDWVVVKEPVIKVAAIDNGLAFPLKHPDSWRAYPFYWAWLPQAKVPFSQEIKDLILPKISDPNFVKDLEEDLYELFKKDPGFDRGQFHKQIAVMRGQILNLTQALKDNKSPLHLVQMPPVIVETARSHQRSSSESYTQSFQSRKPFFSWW
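PI4K2A activity was measured by ADP-Glo luminescence: enzyme (4 ug/mL stock) and phosphatidylinositol (1.2 mM stock) in Tris pH 7.5/MgCl2/EGTA/Triton X-100 buffer were reacted with ATP (300 microM stock) for one hour at ambient temperature.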
D2 agonist: HTS Assay for Allosteric Agonists of the Human D2 Dopamine Receptor: Primary Screen for Agonists; D(2) dopamine receptor (Homo sapiens), P14416; HEK293 T-REx D2 cells, calcium flux agonist mode; activation, % at 2 µM; 340,000 tested, 0.53% active;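 active means activation over 3 SD above normal in the single-dose calcium agonist read, cut at about 30% in these data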; further: 0% is about no effect
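Agonism scored from kinetic calcium signal (1 read/sec, 180 s) following compound pin transfer, after a 10 s baseline. Cells: HEK293 Trex line expressing inducible D2 receptor coupled to calcium, dye-loaded after overnight culture at 30 C.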
TRHR PAM: qHTS for Small Molecule Agonists and Allosteric Enhancers of Human TRH Receptor: Primary Screen for Enhancers; Thyrotropin-releasing hormone receptor (Homo sapiens), P34981; TRHR cells, fluo-8 calcium fluorescence, EC20 TRH enhancement; enhancement, % at 2 µM; 360,000 tested, 0.66% active; AID 493056, 2011; in the data active means enhancement above about 30%; further: 0% is about no effect
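TRHR-expressing cells loaded with fluo-8 calcium dye were read kinetically (ex 480/em 530) during compound addition, then stimulated with an EC20 of TRH (10 nM final). Enhancement of the Gq-mediated intracellular calcium response was scored.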
TRHR ag: qHTS for Small Molecule Agonists and Allosteric Enhancers of Human TRH Receptor: Primary Screen for Agonists | Thyrotropin-releasing hormone receptor (Homo sapiens), P34981 | TRHR cells, calcium flux fluo-8, FDSS agonist mode | activation, % at 2 µM | 360,000 tested, 0.18% active | AID 493084, 2011; in the data active means activation above about 30%; further: 0% is about no effect
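Read-out: compound-evoked intracellular calcium rise in TRHR cells, fluo-8 dye, kinetic FDSS fluorescence at 1 s/cycle following a 10-cycle baseline. Cells cultured overnight before dye loading (30 min–1.5 h, RT).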
TrxR1 inh: qHTS Assay for Inhibitors of Mammalian Selenoprotein Thioredoxin Reductase 1 (TrxR1): qHTS | 390,000 tested, 1% active | AID 588453, 2011 | Potency, µM (doses to about 114 µM), inactives show at the highest dose activity change, negative = inhibition, actives largely listed as inhibitors | recombinant rTrxR1, NADPH fluorescence consumption, selenite substrate | Thioredoxin reductase 1, cytoplasmic (Rattus norvegicus), O89049; further: potency means the concentration at half of the fitted maximal effect; on the % scale 0 is the no-effect control and ±100 the full control effect; nearly all actives have a fitted effect of over 65% in size
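Rat TrxR1 (90 nM in the dispensed reagent) was pre-reduced with 400 uM NADPH for 5 min at room temperature, then incubated with compound for 15 min. After 400 uM selenite was added, NADPH fluorescence (Ex 340/Em 450 nm) was followed for 8 min.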
IDH1 R132H inh: qHTS for Inhibitors of mutant isocitrate dehydrogenase 1 (IDH1): qHTS; IDH1-R132H enzyme, NADPH consumption, diaphorase/resazurin fluorescence; Potency, µM (highest dose often 76.6 µM), for the others: top-dose activity change, negative = inhibition, usual class: inhibitors; 390,000 tested, 0.093% active; further: potency means the concentration at half of the fitted maximal effect; on the % scale 0 is the no-effect control and ±100 the full control effect; nearly all actives have a fitted effect of over 65% in size
Target sequence (O75874 whole entry R132H, stated change not applied): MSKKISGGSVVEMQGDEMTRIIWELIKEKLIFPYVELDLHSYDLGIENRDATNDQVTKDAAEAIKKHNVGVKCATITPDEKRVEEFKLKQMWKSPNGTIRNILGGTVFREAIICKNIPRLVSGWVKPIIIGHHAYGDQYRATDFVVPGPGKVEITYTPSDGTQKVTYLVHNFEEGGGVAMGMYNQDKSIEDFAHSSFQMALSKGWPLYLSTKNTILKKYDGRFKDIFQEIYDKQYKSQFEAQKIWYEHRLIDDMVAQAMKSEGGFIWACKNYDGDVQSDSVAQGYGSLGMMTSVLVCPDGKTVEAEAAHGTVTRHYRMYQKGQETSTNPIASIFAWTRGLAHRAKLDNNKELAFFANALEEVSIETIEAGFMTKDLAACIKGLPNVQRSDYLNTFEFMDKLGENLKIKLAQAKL
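IDH1-R132H (0.5 ug/mL) preincubated 30 min with compound, then NADPH (0.016 mM) and alpha-KG (2 mM) added; 80 min at RT, pH 7.5. Remaining NADPH coupled via diaphorase/resazurin to fluorescence (540/590 nm); concentration-response curves normalized to no-enzyme control.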
TrxR1 substrate: qHTS Assay for Substrates of Mammalian Selenoprotein Thioredoxin Reductase 1 (TrxR1): qHTS; Thioredoxin reductase 1, cytoplasmic (Rattus norvegicus), O89049; purified TrxR1 substrate turnover, NADPH consumption readout; Potency, µM (series often up to 114 µM), inactives show top-dose activity change, negative = substrate turnover; 390,000 tested, 0.01% active; AID 588456, 2011; further: potency means the concentration at half of the fitted maximal effect; on the % scale 0 is the no-effect control and ±100 the full control effect; nearly all actives have a fitted effect of over 50% in size
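Rat TrxR1, dispensed at 90 nM, was prereduced with 400 uM NADPH (final) for 5 min at ~22 deg C, then incubated with compound 15 min before 400 uM selenite. A first-read NADPH fluorescence drop versus no-compound background flagged substrates.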
An asterisk follows results filed as active; ? = inconclusive; nt = not tested or not shown; & = joins results of further samples; [ ] = dose if it differs, or a comment. Unless noted, the call rests on the fitted dose curve; in most records, active means well fitted inhibition curve with a large enough effect; inconclusive means small, poorly fitted or top-dose-only effect; inactive means no such curve, though single readings can be large or run the other way.

SMILES	USP1-UAF1 inh	D2 antag	PI4K2A inh	D2 agonist	TRHR PAM	TRHR ag	TrxR1 inh	IDH1 R132H inh	TrxR1 substrate
O=C(/C=C/c1cccc(F)c1)N(c1ccccn1)C1CCCCC1	-13%	-17	7	6.1	6	-0.7	12%	10%	4%
CC(=O)c1ccc(-c2ccc(C(=O)N(C)Cc3nc4ccccc4c(=O)[nH]3)o2)cc1	-10%	21	-1	-0.6	7	-1.0	?	-6%	169%[activator]
Cc1cccc(NC(=O)c2c(NC(=O)c3ccccc3)sc3c2CCCC3)c1	-16%	nt	-5	-0.3	-6	-1.2	4%	-11%	12%[0.457 µM]
CCOc1ccccc1NC(=O)C(NCCc1ccc(OC)cc1)c1ccccc1 (stereo not given)	-18%	3	-2	0.8	10	0.1	19%	1%	7%
COC(=O)c1c(NC(=O)C2CC(=O)NN2Cc2ccccc2)sc(C)c1C (stereo not given)	-3%	-1	3	-0.3	0	-0.1	-2%	2%	-10%
COC(=O)C1C2C=CC3(CN(C4CCCC4)C(=O)C13)O2 (stereo not given)	-2%	-7	4	0.4	0	1.6	-6%[57.1 µM]	4%	10%[57.1 µM]
COc1cc(OC)c(-c2nn3c(-c4ccncc4)nnc3s2)cc1OC	nt	1	nt	0.4	-1	0.5	nt	nt	nt
CN(C(=O)c1cccc(NC(=O)Cc2ccc(NC(=O)C3CCCN(C(=O)C4CCCC4)C3)cc2)c1)C1CCC1 (stereo not given)	-10%	nt	-3	nt	nt	nt	45%[activator]	8%[38.3 µM]	15%
COc1ccc(-c2cc(C)no2)cc1S(=O)(=O)NCCCN1CCCCCC1	-14%	34*	-6	0.0	-2	-0.2	-19%	1%	0%
COc1ccc(NC(=O)CSc2nnc(Cn3cnc4ccccc43)o2)cc1	-12%	-1	-1	0.4	-3	-0.1	13%[57.1 µM]	2%	3%
COC(=O)Cn1cc(/C=C/[N+](=O)[O-])c2ccccc21	-2%	21	-3	2.9	-2	0.6	?	1%	0%[57.1 µM]
Cc1ccc(C)c(N2CCN(CCCNC(=O)c3cnn(-c4cccc(Cl)c4)c3C3CCN(C(=O)OC(C)(C)C)CC3)CC2)c1	-12%	nt	3	-0.3	-7	-0.4	16%	-15%	-9%
CC(C)CCNC(=O)CCc1nnc2ccc(N3CCC(C)CC3)nn12	-26%	15	4	-1.0	13	-0.6	13%	-5%	-2%
O=C(CSc1n[nH]c(-c2ccccc2Cl)n1)NCCCc1ccccc1	-2%	nt	0	-0.1	-2	-0.6	0%[57.1 µM]	-4%	-8%[57.1 µM]
Cc1cccc(C(C)C)c1NC(=O)Cc1ccc(S(=O)(=O)N2CCOCC2)s1	5%	0	2	0.5	1	-0.1	-19%	-5%	-13%
Cc1nn2cnnc2c(C)c1Cc1ccc(Cl)cc1	-14%	11	-1	1.0	-7	0.1	26%	-10%	12%
CCS(=O)(=O)NCCc1cc2ccc(C)cc2[nH]c1=O	3%	-8	4	0.3	6	0.2	-16%	6%	12%[57.1 µM]
CC1(C)CN(c2ccccc2)N(Cc2ccc(F)cc2)C1=O	-15%	nt	-7	nt	nt	nt	25%	4%	7%
COc1ccc(N(C(=O)COc2ccccc2)C2C=CS(=O)(=O)C2)c(OC)c1 (stereo not given)	-11%	-15	8	-0.9	8	0.3	25%[57.1 µM]	1%	11%[57.1 µM]
CC1(C)CC(NC(=O)CSc2ccccc2)CC(C)(C)N1	-9%	13	-2	4.0	-2	-0.7	-5%	2%	-2%

Single records, from the list above. Order of screens: USP1-UAF1 inh	D2 antag	PI4K2A inh	D2 agonist	TRHR PAM	TRHR ag	TrxR1 inh	IDH1 R132H inh	TrxR1 substrate
COC(=O)Cn1cc(/C=C/[N+](=O)[O-])c2ccccc21 reads -2%	21	-3	2.9	-2	0.6	?	1%	0%[57.1 µM]
CC(=O)c1ccc(-c2ccc(C(=O)N(C)Cc3nc4ccccc4c(=O)[nH]3)o2)cc1 reads -10%	21	-1	-0.6	7	-1.0	?	-6%	169%[activator]

Remaining list, next part
SMILES	USP1-UAF1 inh	D2 antag	PI4K2A inh	D2 agonist	TRHR PAM	TRHR ag	TrxR1 inh	IDH1 R132H inh	TrxR1 substrate
O=C(CCNC(=O)c1ccc(Br)cc1)NCc1cccnc1	2%	-14	-5	0.5	-3	0.0	-11%	2%	-7%
NC(=O)C1CC(O)CN1c1nc(CN2CCOCC2)nc2scc(-c3ccccc3)c12 (stereo not given)	-8%	-11	0	1.1	-4	0.0	-10%	7%	1%
COc1nc(N)c(S(=O)(=O)c2ccccc2C)cc1C#N	-6%	19	5	0.4	-3	-0.2	20%	1%	13%
NC(=O)c1ccc(NC(=O)CC23CC4CC(CC(Br)(C4)C2)C3)cc1	-12%	2	0	0.8	14	0.3	21%	2%	-3%
CCCCn1c(N)c(N(CCOC)C(=O)c2ccc(-c3cccc(C(F)(F)F)c3)o2)c(=O)[nH]c1=O	1%	-14	-3	0.4	11	0.0	-1%[57.1 µM]	-7%	-1%[57.1 µM]
CCOc1ccc(C(=O)Nc2ccc3nc(SCC(=O)N4CCc5ccccc54)sc3c2)cc1	2%	nt	0	3.2	24	-0.7	-28%	10%	-1%
O=C(CCC(=O)c1cccs1)NCc1cccc(C(F)(F)F)c1	-7%	-28	5	0.0	1	-0.4	-1%	6%	0%
CCOc1ccc(C(=O)Nc2ccc3nn(-c4ccc(OC)c(Cl)c4)nc3c2)cc1	-12%	nt	2	-0.2	-1	-0.1	6%[57.1 µM]	-2%	2%[57.1 µM]
C=CCn1c(SCC(N)=O)nnc1-c1ccccc1O	-5%	2	5	0.1	0	0.8	19%	-2%	7%
O=[N+]([O-])c1cccc(/C=N\N=C2c3ccccc3-c3ccccc32)c1O	-7%	-13	-2	0.3	-5	-0.9	-21%	9%	-16%
S=c1nc[nH]c2c1[nH]c1ccccc12	-15%	5	0	-0.8	-3	0.0	?	5%	-6%
CC(=O)c1cccc(NC(=O)Cn2nc(-c3ccccc3Cl)ccc2=O)c1	-5%	-10	-2	0.2	-3	-0.1	9%[57.1 µM]	5%	-6%[57.1 µM]
Cc1ccc(SCC(=O)OCC(=O)N(CC(C)C)C2CCS(=O)(=O)C2)cc1C (stereo not given)	-11%	-10	2	0.2	-7	1.3	-6%	-1%	-5%
CC(C)C1Nc2c(C(=O)O)cccc2C(Nc2ccccc2C(=O)O)C1(C)C (stereo not given)	-19%	-8	0	0.5	30*	2.7	3%[57.1 µM]	-8%	26%[57.1 µM]
COc1ccc(S(=O)(=O)c2c(O)c(C)cc(NC(=O)c3ccccc3)c2C(C)C)cc1	?	nt	3	nt	-7	0.3	7%	-5%	-7%
COc1cc(Cl)c(C)cc1N1C(=O)CN(Cc2ccccc2)C1=S	-22%	-4	-6	-1.9	-6	91*	18%	0%	-3%
O=C(COc1ccc2c3c(c(=O)oc2c1)CCCC3)N[C@@H](Cc1ccccc1)C(=O)O	?	-21	3	8.0	-3	-0.2	7%	-7%	121%[activator]
O=C(NC(NC(=S)Nc1ccccc1Cl)C(Cl)(Cl)Cl)c1cccc(Cl)c1 (stereo not given)	-7%	-13	-4	2.9	4	0.9	0%	4%	1%
CCc1nnc(NC(=O)c2nc(SCc3ccccc3F)ncc2Cl)s1	-3%	nt	-3	-0.1	21	-1.2	9%	2%	-4%
CC1CCCCC1NC(=O)c1ccc2c(c1)[nH]c(=O)n2C1CCCC1 (stereo not given)	-5%	-12	-3	0.8	3	-0.3	-8%	-3%	-2%
O=c1c2cc3ccccc3n2cnn1Cc1ccccc1F	-18%	-1	-3	-2.6	8	-0.7	2%[57.1 µM]	0%	7%
Cc1noc(C)c1C(=O)Nc1cc(Cl)ccc1N1CCOCC1	-4%	18	-6	0.5	-7	1.2	16%	-2%	-8%
O=C(Nc1ccc2c(c1)OCO2)C1CC1(Cl)Cl (stereo not given)	-3%	5	-4	-1.2	-1	-0.2	1%	0%	0%
Cc1ccc(S(=O)(=O)c2cn(Cc3ccccc3Cl)c3ccc(F)cc3c2=O)cc1	9%	nt	1	-0.1	-7	0.4	5%	-4%	-1%
CC1CCCC(N2CCN(C(=O)c3cccc(F)c3)CC2)C1 (stereo not given)	3%	-9	2	0.7	2	-0.4	9%	0%	-2%[57.1 µM]
CCCCNc1nc2ccccc2c2nc(-c3ccccc3)nn12	?	nt	-7	nt	-3	0.8	45%[activator]	8%	14%
CC(C)C[C@@H](CO)N1CCN(Cc2ccc(O)cc2)CCC1=O	-24%	nt	1	nt	11	0.9	-7%&-14%	0%	6%&-6%
COc1cccc(N2CCN(C(=O)C3CCN(S(=O)(=O)c4c(C)noc4C)CC3)CC2)c1	-22%	nt	-7	0.8	0	-0.6	5%	3%	-5%
CCOc1ccc(S(=O)(=O)N2CCN(C(=O)Cc3n[nH]c(=O)c4ccccc34)CC2)cc1	-16%	3	7	0.1	1	0.1	9%	9%	0%
